TDP1 cell CPT: growth inhibition of DT40 Tdp1-/-;hTDP1 cells with camptothecin (screen for TDP1 inhibitors); chicken DT40 Tdp1-/-;hTDP1 cells + 20 nM CPT, ATP luminescence, 48 h; Potency, µM (doses to about 46.2 µM), for the others: top-dose activity change, negative = growth inhibition, usual class: inhibitors; 420,000 tested, 12% active; active = well fitted inhibition curve with a large enough effect; inconclusive = small, poorly fitted or top-dose-only effect; note: nearly all actives have a fitted effect of over 55% in size
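Chicken DT40 Tdp1-/- cells complemented with human TDP1, 400 cells/well, exposed to compounds plus 20 nM camptothecin for at least 48 h at 37 C; viability read as ATP content by CellTiter-Glo luminescence.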
Active calls of the source: *; ? = inconclusive; [ ] = dose if it differs, or a comment. % is set by controls: 0 for no effect and ±100 for the full control effect; potency is the fitted concentration of half-maximal effect.

SMILES	TDP1 cell CPT
O=C(NCc1ccco1)c1ccc(-c2ccc(F)c(F)c2)c2ccoc12	?
COCc1cccc(-c2csc(C(C)(O)c3cccc(F)c3)n2)c1 (stereo not given)	?
CC(C)c1cc(C(=O)NCCc2cccs2)c(N)s1	?
COc1cc(OC)c2nc(-c3cc4c(c(OC)c3)OCCN(C(=O)C(C)c3n[nH]c(=O)c5ccccc35)C4)cc(C)c2c1 (stereo not given)	18%[9.04 µM]
COc1cc(-c2cc3nc(NC4CCCCC4)ccn3n2)cc(OC)c1OC	16µM*
COC(=O)[C@@]12C[C@@H](CC(=O)NCc3ccc(C)o3)C(=O)N(CCc3ccc(OC)c(OC)c3)C1=CCC(C)(C)C2	9.2µM*
Cc1ccc(N2C(=O)N(CC(=O)N3CCc4ccccc43)C(=O)C2C)cc1 (stereo not given)	4%
O=C1N(Cc2ccccc2)c2ccc(Br)cc2[C@]12C[C@H](O)CO2	-15%
Cc1cc(Br)cn2c(CC(C)(C)C)c(-c3cccc(Cl)c3)nc12	-13%
Cc1cccc(C)c1OCC(=O)Nc1cccc(S(=O)(=O)N2CCCCCC2)c1	21µM*
CCCCn1c(O)c2n(c1=O)Cc1ccccc1N=C2c1ccc(OC)cc1	?
CN1CCN(C(=O)c2cc3c(c(-c4cccc(-c5cccnc5)c4)n2)[C@H](CCO)N(C(=O)CC2CC2)C3)CC1	0%
Cc1cc2nc(C(C)(C)C)c(Cc3cccc(Cl)c3)n2c(C)c1Br	-20%
CN1C[C@@H](CO)O[C@@H](n2cnc3c(N4CCN(CCO)CC4)ncnc32)C1	-1%
C[C@H]1CN([C@@H](C)CO)C(=O)CCCn2cc(nn2)CO[C@@H]1CN(C)C(=O)Cc1ccccc1	16%

Among those listed so far, 4 have an aryl methoxy group:
SMILES	TDP1 cell CPT
COc1cc(OC)c2nc(-c3cc4c(c(OC)c3)OCCN(C(=O)C(C)c3n[nH]c(=O)c5ccccc35)C4)cc(C)c2c1 (stereo not given)	18%[9.04 µM]
COc1cc(-c2cc3nc(NC4CCCCC4)ccn3n2)cc(OC)c1OC	16µM*
COC(=O)[C@@]12C[C@@H](CC(=O)NCc3ccc(C)o3)C(=O)N(CCc3ccc(OC)c(OC)c3)C1=CCC(C)(C)C2	9.2µM*
CCCCn1c(O)c2n(c1=O)Cc1ccccc1N=C2c1ccc(OC)cc1	?

Following part
SMILES	TDP1 cell CPT
COCCN1C[C@@H](CO)O[C@@H](n2cnc3c(NCC(C)C)ncnc32)C1	-5%
C#Cc1cccc(C(=O)NCc2nc(-c3ccccc3NC(C)=O)oc2C)c1	0%[9.04 µM]
COC1=CC(=O)OC(c2ccc(C#N)cc2)C1 (stereo not given)	9%
O=C(NCc1ccccc1)c1ccc(-c2cn[nH]c2)c2ccoc12	-49%
CC1(C(=O)Nc2cccnc2)Cc2c(-c3ccc4c(c3)OCO4)ccnc2O1 (stereo not given)	-76%
CC(C)CNC(=O)c1cccc2c(-c3cccnc3)coc12	-20%
CC1=C(C(=O)N2CCOCC2)CC(CC(=O)NCCCCc2ccccc2)C(=O)N1CCC1=CCCCC1 (stereo not given)	?
C[C@H](CO)N1C[C@H](C)[C@@H](CN(C)S(=O)(=O)c2cn(C)cn2)OCc2cnnn2CCCC1=O	4%
O=C(c1cccnc1)C1CCCN(Cc2ccc3c(c2)CN(C(=O)c2cccs2)CCO3)C1 (stereo not given)	-7%[9.04 µM]
CCCS(=O)(=O)NC(=O)C1(C)CCCN(C(=O)c2oc3ccccc3c2C)C1 (stereo not given)	-22%
CC(C)(C)C(O)/C=C/c1ccc2c(c1)OCO2 (stereo not given)	-26%
CC(C)C(C(=O)NCc1ccccc1)N(C)Cc1ccc(Cl)c(Cl)c1 (stereo not given)	?
C[C@@H]1CCCCO[C@@H](CN(C)C(=O)Nc2ccc3c(c2)OCO3)[C@@H](C)CN([C@H](C)CO)C(=O)c2cc(N(C)C)ccc2O1	-5%
Cc1cccc(C(=O)OCC(=O)Nc2sccc2C(N)=O)c1C	6%
CC(C)C[C@H]1CNC(=S)N1C[C@H]1CCCN1C[C@H](CC(C)C)N1C[C@H](Cc2ccccc2)N(CCc2ccccc2)C1=S	?
O=C(Nc1cccc(Oc2ccccc2)c1)C1Cc2c(-c3cccc(F)c3)ccnc2O1 (stereo not given)	?
Cn1nc(C(C)(C)C)cc1C(=O)N1CCCCC1c1cc(C(=O)NCc2ccc(F)cc2)no1 (stereo not given)	21µM*
O=C(O)C1C=CC(C(=O)O)c2ccccc21 (stereo not given)	0%
Cc1nnc(Cc2ccco2)c2n[nH]c(C)c12	?
COc1ccccc1NC(=O)Cc1nc(=O)[nH]c(=O)[nH]1	9%
COc1ccc(NC(=O)C(c2ccc(C#N)cc2)n2c(=O)c(-c3cc4ccccc4[nH]3)nc3ccccc32)cc1 (stereo not given)	21µM*
CC(C)CCN1C(=O)CSCC1(C)C(=O)Nc1ccc2c(c1)OCCO2 (stereo not given)	4%
CC1(C(=O)Nc2ccc3c(c2)OCCO3)CCC(=O)N1CCOc1ccccc1 (stereo not given)	-13%
COc1cc(C(C)=O)ccc1OCCCN1CCC(c2noc3cc(F)ccc23)CC1	?
CCc1nc2c(OCc3ccccc3)cccn2c1N(C)C(C)=O	-2%
COc1ccc(SCC(O)Cn2c3ccccc3c3ccccc32)c(OC)c1 (stereo not given)	?
CC1(C(=O)N2CCN(C(=O)c3ccco3)CC2)CCN1Cc1ccccc1OC(F)F (stereo not given)	0%
O=[N+]([O-])c1cc2ccccc2c(O)c1O	23µM*
C[C@H](CO)N1C[C@H](C)[C@H](CN(C)C(=O)Nc2ccc(C(F)(F)F)cc2)Oc2ncc(Br)cc2C1=O	?
CCCCn1c(N)c(N(CCOC)C(=O)c2oc3c(Cl)cccc3c2C)c(=O)[nH]c1=O	-18%
Cc1ccc2c(=O)n3c(nc2c1)C(C)NC(=O)c1cccnc1-3 (stereo not given)	-19%
CC(NC(=O)C1CCOCC1)c1nnc2n1CCN(Cc1ccc3cccnc3c1)CC2 (stereo not given)	4%
COCCNC(=O)c1[nH]c(C(F)(F)F)nc1-c1ccccc1	-1%
CC(=O)N1CCCC(C)(C(=O)Nc2cccc(OC(C)C)c2)C1 (stereo not given)	-19%
COCCNC(=O)C1(C)CCN(C(=O)/C=C/c2ccccc2)C1 (stereo not given)	-17%
Cn1c(N)c(C(=O)COC(=O)C2Cc3ccccc3CN2S(C)(=O)=O)c(=O)n(C)c1=O (stereo not given)	?
CSc1ccc(OC2(C)CCN(Cc3ccc4c(c3)OCCO4)C2)cc1 (stereo not given)	26µM*
CCOC(=O)C1=C[C@@H](C(C)(C)C)N(S(=O)(=O)c2ccc(C)cc2)[C@H]1c1ccc(C)cc1	13µM*
O=C1NC[C@H](CCCCN2CCN(CCc3ccccc3)C(=O)C2=O)N(CC2CCCCC2)C1=O	1%
CN(C)c1ccc(CNC(=O)C2Cc3c(-c4cccc(C(N)=O)c4)ccnc3O2)cc1 (stereo not given)	?
C[C@H](O)[C@@H]1CN2CCc3c([nH]c4ccccc34)[C@@H]2C[C@@H]1N(C)C(=O)Nc1ccc(F)cc1	?
CNC(=S)N1CCC(C(=O)c2ccc(Cl)cc2)CC1	-11%
CC(=O)NC(c1ccccc1)c1nc(-c2cccc(C#N)c2)cs1 (stereo not given)	?
CCOC(=O)c1ccc(-c2ccc(N3C(c4cccc(OC)c4)=Cc4ccc(F)cc4C3CC(C)=O)cc2)cc1F (stereo not given)	-23%
Cc1ccc(Cc2c(-c3ccco3)nc3ccc(C)cn23)cc1	16µM*

A section taken from the entries so far:
SMILES	TDP1 cell CPT
COCCNC(=O)c1[nH]c(C(F)(F)F)nc1-c1ccccc1	-1%
CC(=O)N1CCCC(C)(C(=O)Nc2cccc(OC(C)C)c2)C1 (stereo not given)	-19%

Looked up by structure from the entries so far, 2 records:
SMILES	TDP1 cell CPT
Cc1ccc2c(=O)n3c(nc2c1)C(C)NC(=O)c1cccnc1-3 (stereo not given)	-19%
CNC(=S)N1CCC(C(=O)c2ccc(Cl)cc2)CC1	-11%

Further results
SMILES	TDP1 cell CPT
O=C(CCCN1C(=O)/C(=C\c2cccc(Br)c2)SC1=S)Nc1ccc(C(=O)O)cc1	6%
CC(=O)OCC(C)n1c(=O)c2ccccc2n1C(C)=O (stereo not given)	-2%
CCCCC(=O)N(C)c1c(C)nc2ccc(C(=O)N(CC)CCN(C)C)cn12	3%
CCOC(=O)c1c(C)c(C)n2c1NC(=O)C2	?
Cc1cc(Cl)ccc1OC(C)C(=O)Nc1cccc(S(=O)(=O)N2CCOCC2)c1 (stereo not given)	?
Fc1ccc(-c2ccc3nccn3c2)cc1Cl	?
CCOc1cc(/C=N/Nc2ccc(S(=O)(=O)Nc3ccccc3C(=O)O)cc2[N+](=O)[O-])cc(Cl)c1O	2%
COc1ccc(-c2cc(NC=O)c3ncc(-c4cccc(C(=O)NCCN(C)C)c4)n3c2)cn1	?
Cc1nc2ccc(C(=O)N3c4ccccc4N=C(c4ccc(C(F)(F)F)cc4)C3C(=O)NC(C)(C)C)cc2[nH]1 (stereo not given)	?
CC(=O)Nc1cc(C(=O)N2CCCC(C)C2)cc2ncn(CCc3ccccn3)c12 (stereo not given)	4%[9.04 µM]
CCc1ccccc1NC(=O)CCC(=O)N1CCN(C(C)=O)CC1	-3%
Cn1nc(C(C)(C)C)cc1C(=O)N1CCCCC1c1cc(C(=O)Nc2cccc3c2CCCC3)no1 (stereo not given)	?
COc1cc(=O)n2c(c1C(=O)NCc1ccco1)CCN(C(=O)c1c(F)ccc(F)c1F)CC2	26%
CC(=O)c1ccc(F)c(-c2cc(C)cc3c2OC(CNC(=O)Cc2ccc4c(c2)OCO4)C3)c1 (stereo not given)	?
O=C(NCCO)c1cccc(-c2cnc3cccnn23)c1	?

Entries above containing a thiophene ring, fused or not (3):
SMILES	TDP1 cell CPT
CC(C)c1cc(C(=O)NCCc2cccs2)c(N)s1	?
O=C(c1cccnc1)C1CCCN(Cc2ccc3c(c2)CN(C(=O)c2cccs2)CCO3)C1 (stereo not given)	-7%[9.04 µM]
Cc1cccc(C(=O)OCC(=O)Nc2sccc2C(N)=O)c1C	6%

The list continues:
SMILES	TDP1 cell CPT
Cc1cccc(C)c1-n1nnnc1C1(C)CCC(=O)N1CCCn1ccnc1 (stereo not given)	4%
COC(=O)C[C@H]1CC[C@@H](NS(=O)(=O)c2ccc(C)cc2)[C@@H](CO)O1	-4%
C=CCNc1ncnc2c1ncn2[C@H]1CN(Cc2ccc(F)cc2)C[C@@H](CO)O1	?
COC(=O)c1ccc2nc(-c3ccc(C)cc3)c(Cc3cccc(Cl)c3)n2c1	16µM*
OC1(c2cccnc2)CCN(Cc2ccc3c(c2)CN(Cc2cccc(C(F)(F)F)c2)CCO3)CC1	-22%[9.04 µM]
C[C@@H]1CN([C@H](C)CO)C(=O)c2cc(Br)cnc2O[C@H]1CN(C)Cc1cccnc1	-12%
O=C(O)c1[nH]c(-c2ccccc2)c2c1C(=O)N(C1CC1)C2=O	-25%
N#Cc1cccc(C(=O)C(=O)N2CCC(Cc3ccccc3)CC2)c1	?
C#CC1(N2CCCCC2)CCCCC1	-2%
CC(=O)Nc1ccc(C(=O)N2CCCCC2c2cc(C(=O)Nc3ccccc3)no2)cc1 (stereo not given)	-27%
COc1ccc(C(O)c2nc(-c3cnn(C)c3)cs2)cc1 (stereo not given)	?
Cc1ccc(C(=O)Nc2c(-c3ccccc3)[nH][nH]c2=O)cc1	-4%
c1cc(-c2cc3c(o2)CCCC3OCCN2CCOCC2)cs1 (stereo not given)	?
COc1ccccc1C#CC1=CC(=O)CC(C)(C)C1	16µM*
CC(C)NC(=O)c1ccc2sc([C@H]3C[C@H](O)[C@@H](CO)O3)nc2c1	-9%
Cn1c(SCC(=O)NCCC2=CCCCC2)nnc1C(F)(F)F	-2%
COC1CC(N)C2OC(c3ccccc3)OCC2O1 (stereo not given)	-2%
N#Cc1ccc2sn(-c3ccccc3)c(=O)c2c1	3.7µM*
COc1ccc(CNC(=O)c2sc(=O)n(Cc3ccc(S(=O)(=O)N(C)C)cc3)c2C)cc1	?
COc1cccc(CN2CCC2(C)C(=O)Nc2ccc(C)cc2)c1F (stereo not given)	16µM*
Cc1ccc(OCCNC(=O)[C@H]2O[C@@H](n3ccc(N)nc3=O)[C@H](O)[C@@H]2O)cc1C	16%
O=C(C[n+]1cccc(C(=O)Nc2ccccc2)c1)c1ccc(Cl)cc1	?
CCOC(=O)C1(C)CCCN(C(=O)c2ccc(OC)c(OC)c2)C1 (stereo not given)	-12%
O=C1NC[C@H](Cc2ccccc2)N(C[C@@H]2CCCN2C[C@H](Cc2ccc(O)cc2)N2C[C@H](Cc3ccccc3)N(CCc3ccccc3)C(=O)C2=O)C1=O	?
CCCCNC(=O)C1c2ccccc2OCC(=O)N1CCOC (stereo not given)	-6%
Cc1cc(OCC(=O)OCC(=O)N(Cc2ccccc2)C(C)(C)C)ccc1Cl	-19%
O=C1NC[C@@H](CCCCN2C[C@H](Cc3ccccc3)N(Cc3ccccc3)C(=O)C2=O)N(Cc2ccccc2)C1=O	-8%
CC(C)(C)NC(=O)C(c1ccncc1)n1c(=O)c(-c2ccccc2)nc2ccccc21 (stereo not given)	-6%
CCCNC(=O)N1C[C@H](O)COC[C@@H]2O[C@@H](CC(=O)NCCCN3CCOCC3)CC[C@H]21	0%
CC1(C(=O)NS(=O)(=O)c2cccc(F)c2)CCN1C(=O)Cc1ccc(Cl)cc1Cl (stereo not given)	-14%
C[C@H]1CN([C@@H](C)CO)C(=O)CCCn2cc(nn2)CO[C@@H]1CN(C)S(=O)(=O)c1ccc(Oc2ccccc2)cc1	-22%
O=C(c1cccs1)N1C[C@H](n2cc(C3CC3)nn2)[C@@H](O)C[C@@H]1c1ccc(Cl)cc1	-29%
CC1CN(CC(=O)NCC2(N3CCOCC3)CCCC2)Cc2cc(Cl)ccc2O1 (stereo not given)	5%[9.04 µM]

This is a subset (hit frequency here may not be typical).
